Assay outcomes from PubChem.
Cdc42 wt GTP – modulators of GTP binding to wildtype Cdc42, primary screen, biochemical, multiplex bead flow cytometry, Bodipy-GTP; Cell division control protein 42 homolog (Homo sapiens), P60953; GST-Cdc42 beads; actives lie on both sides; percent activity (GTP binding), % at 10 µM; 190,000 compounds, 0.2% hits;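 active means percent activity GTP binding at least 20 points away from the 100% baseline, either down as inhibitor or up as activator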;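 further: median bead fluorescence of bound Bodipy-FL-GTP at 100 nM; 0% = excess unlabeled GTP control and 100% = no compound control; below 100% means less GTP binding so inhibitor and above means activator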
Target sequence (P60953 whole entry, looked up): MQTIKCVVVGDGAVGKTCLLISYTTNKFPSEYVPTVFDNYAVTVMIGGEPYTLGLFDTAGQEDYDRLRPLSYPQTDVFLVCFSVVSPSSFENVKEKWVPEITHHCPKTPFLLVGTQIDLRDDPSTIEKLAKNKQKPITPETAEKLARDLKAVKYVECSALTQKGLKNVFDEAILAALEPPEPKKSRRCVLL
Avidin fluor – green autofluorescence of compounds with avidin beads – biophysical, 488/530 nm, flow cytometry, artefact control, profiling panel | fluorescence (KMESF) at 10 µM | 220,000 compounds, 0.38% hits | compound fluorescence 488/530 nm; active compounds read high | AID 1775, 2009; in the data active means fluorescence above about 47; further: inactives centre near 10
Rac1 act GTP bind – GTP binding modulators of activated mutant Rac1, primary screen, biochemical, bead-based flow cytometry, multiplex, fluorescent GTP. 190,000 compounds, 0.11% hits. GST-Rac1 activated beads; actives lie on both sides; 100% means binding = to untreated wells. percent activity (GTP binding), % at 10 µM;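 active means GTP binding at least 20 percentage points away from the 100% baseline, in either direction, so actives lie on both sides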
Rab2 wt GTP – modulators of GTP binding to Rab2A wildtype, primary screen, biochemical, dog, bead-based flow cytometry, multiplex. Ras-related protein Rab-2A (Canis lupus familiaris), P61105. GST-Rab2 wt beads, Bodipy-GTP binding. GTP binding activity, % at 10 µM. 190,000 compounds, 0.19% hits;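 active means GTP binding activity at least 20 points away from 100%, either lowered or raised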;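 further: 0% = beads with excess unlabeled GTP and 100% = no-compound control corrected for plate trend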
Rab7 wt modul – modulators of GTP binding to Rab7, primary screen, biochemical, wildtype, multiplex bead flow cytometry | Rab7 GTPase wild type (dog), Bodipy-FL-GTP binding | 190,000 compounds, 0.055% hits | GTP binding activity (percent of control), % at 10 µM | GST-Rab7 beads, fluorescent GTP binding; actives lie on both sides; untreated = 100%, excess cold GTP = 0% | AID 758, 2007;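 active means fluorescent GTP binding to Rab7 beads changed by at least 20 points from the 100% baseline, either direction, mostly lower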;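 further: median green fluorescence of bound Bodipy-FL-GTP per Rab7 bead population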
GSH bead fluor – compound fluorescence on glutathione beads, profiling panel, artefact control, biophysical, 488/530 nm, flow cytometry. GSH beads flow cytometry, compound fluorescence 488/530 nm; active compounds read high. fluorescence (KMESF) at 10 µM. 190,000 compounds, 0.25% hits. AID 1776, 2009; in the data active means fluorescence above about 89;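 further: glutathione beads carrying GST-tagged Bcl family fusion proteins plus one bare bead set; values are compound well signal with DMSO vehicle wells as background; inactives centre near 16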
Pf gametocyte – late stage P. falciparum gametocyte viability inhibitors, primary screen, ATP luminescence, HTS | P. falciparum stage V gametocytes, 24 h | inhibition, % at 10.9 µM | 150,000 compounds, 0.065% hits | AID 743093, 2013;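 active means inhibition above the mean plus 3 SD of compounds within the control limits, set per campaign, cut at about 38% in these data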;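 further: 0% = DMSO wells and 100% = medium only without gametocytes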
Rac1 wt GTP bind – wildtype Rac1 GTP binding modulators, primary screen, biochemical, GST-Rac1 beads, flow cytometry, multiplex; GTP binding activity (% of control), % at 10 µM; AID 757, 2007; Ras-related C3 botulinum toxin substrate 1 (Homo sapiens), P63000; fluorescent GTP binding; actives lie on both sides; 0 = cold GTP competed, 100 = untreated; 190,000 compounds, 0.27% hits;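 active means GTP binding activity at least 20 points away from the 100% control level, either lower or higher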
Mcl1 Noxa PPI – Mcl-1/Noxa binding inhibitors, primary screen, biochemical, TR-FRET, 1536-well | Induced myeloid leukemia cell differentiation protein Mcl-1 (Homo sapiens), Q07820 | AID 1022, 2008 | inhibition, % at 21.7 µM | 220,000 compounds, 1.5% hits | TR-FRET Mcl-1/Noxa peptide binding, 2 h;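 active means compounds that cut the protein-peptide binding signal by more than 50% relative to plate controls in a single-dose test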;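 further: His-tagged Mcl-1 with rhodamine Noxa BH3 peptide and terbium anti-His antibody; 0% = Mcl-1 plus Noxa peptide wells and 100% = peptide-only wells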
Target sequence (Q07820 whole entry, looked up): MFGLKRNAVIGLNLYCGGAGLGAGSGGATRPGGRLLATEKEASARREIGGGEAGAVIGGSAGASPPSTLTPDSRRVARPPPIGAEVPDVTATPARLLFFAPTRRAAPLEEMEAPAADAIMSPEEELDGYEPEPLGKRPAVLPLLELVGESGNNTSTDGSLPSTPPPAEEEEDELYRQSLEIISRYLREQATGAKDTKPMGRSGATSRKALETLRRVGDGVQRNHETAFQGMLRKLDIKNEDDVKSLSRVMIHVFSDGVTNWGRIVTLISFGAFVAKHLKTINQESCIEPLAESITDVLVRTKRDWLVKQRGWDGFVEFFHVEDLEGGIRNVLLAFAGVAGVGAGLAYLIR
HRas wt GTP bind – modulators of GTP binding to HRas wildtype, primary screen, biochemical, bead-based flow cytometry, multiplex | GTP binding activity, % at 10 µM | 190,000 compounds, 0.14% hits | GTPase HRas (Homo sapiens), P01112 | GST-Ras wt beads, Bodipy-FL-GTP binding; actives lie on both sides;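 active means GTP binding activity at least 20% away from the 100% baseline, either lowered as inhibitor or raised as activator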;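 further: 0% = unlabeled GTP competition control and 100% = no-compound control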
Target sequence (P01112 whole entry, looked up): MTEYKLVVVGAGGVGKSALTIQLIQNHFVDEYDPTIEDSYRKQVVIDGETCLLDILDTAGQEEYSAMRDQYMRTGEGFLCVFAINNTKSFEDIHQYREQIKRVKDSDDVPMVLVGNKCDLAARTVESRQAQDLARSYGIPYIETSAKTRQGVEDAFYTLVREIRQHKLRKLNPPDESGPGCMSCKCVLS
Mcl1 Bid PPI – Mcl-1/Bid binding inhibitors, primary screen, biochemical, TR-FRET, 1536-well | TR-FRET Mcl-1/Bid-Dy647 peptide binding | 220,000 compounds, 0.97% hits | AID 1021, 2008 | inhibition, % at 21.7 µM | Induced myeloid leukemia cell differentiation protein Mcl-1 (Homo sapiens), Q07820;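 active means compounds that cut the binding signal by more than half at the single screening dose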;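 further: His-tagged Mcl-1 with europium anti-His antibody binding Bid BH3 peptide; 0% = Mcl-1 plus peptide wells and 100% = peptide-only wells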
An asterisk follows results filed as active; . = not tested or not shown.

Below each compound – GSH bead fluor, Pf gametocyte, Cdc42 wt GTP, Avidin fluor, Rab2 wt GTP, HRas wt GTP bind, Rac1 act GTP bind, Mcl1 Noxa PPI, Rac1 wt GTP bind, Mcl1 Bid PPI, Rab7 wt modul
Cn1c(=O)c2cc(S(=O)(=O)NCCC(=O)Nc3ccc(Cl)cc3)ccc2n(C)c1=O
 : 15, 6.0, 98.0, 7, 100.0, 101.0, 97.0, 4.9, 101.0, 1.9, 104.0
O=C(CN(C(=O)CCC(=O)Nc1ccccn1)c1ccc2c(c1)OCO2)NCc1ccco1
 : 14, -2.8, 104.0, 11, 101.0, 104.0, 100.0, -4.0, 106.0, -49.6, 102.0
CCn1c(SCC(=O)Nc2cc(C)on2)nnc1-c1ccncc1
 : 19, ., 110.0, 38, 102.0, 105.0, 103.0, 19.6, 109.0, -16.2, 96.0
O=C1c2cccc3cccc(c23)C(=O)N1CCCc1n[nH]c(=S)n1-c1ccccc1
 : 8, -1.0, 96.0, 9, 98.0, 99.0, 95.0, 40.0, 96.0, -6.8, 108.0
COC(=O)c1ccc(N2C(=O)C3CC(C)=C(C)CC3C2=O)cc1 (centres undefined)
 : 12, 24.8, 101.0, 4, 96.0, 97.0, 96.0, -9.8, 103.0, -1.5, 97.0
COc1ccc(C)cc1NC(=O)C1CCCCC1C(=O)O (centres undefined)
 : 23, 6.6, 100.0, 28, 102.0, 102.0, 103.0, 2.4, 108.0, -16.6, 104.0
COc1ccc(C2CC(c3ccc4ccccc4c3)=NN2C(=O)CN2CCC(C(N)=O)CC2)cc1 (centres undefined)
 : 10, 25.8, 93.0, 11, 99.0, 97.0, 95.0, 16.1, 96.0, -15.3, 101.0
CC(C)(C)c1ccc(C(=O)Nn2c(CCC(=O)O)ccc2-c2cccs2)cc1
 : 56, ., 96.0, 2, 96.0, 97.0, 98.0, 16.3, 101.0, -13.4, 97.0
CC(C)[C@H](NC(=O)c1ccccc1)C(=O)OCC(=O)N1CCN(C(=O)c2ccco2)CC1
 : 7, ., 96.0, 20, 97.0, 97.0, 97.0, -2.9, 95.0, -34.4, 104.0
CCN(CC)S(=O)(=O)c1cccc(NC(=O)c2cncc(Br)c2)c1
 : 24, -2.9, 96.0, 13, 98.0, 99.0, 96.0, -3.8, 99.0, -18.6, 103.0
CC12CCC(C(=O)N3CCC(Cc4ccccc4)CC3)(C(=O)C1=O)C2(C)C (centres undefined)
 : 16, 1.7, 94.0, 8, 94.0, 94.0, 95.0, 11.5, 94.0, -28.1, 94.0
O=C(NCc1ccccn1)C1CCN(S(=O)(=O)c2cccs2)CC1
 : 20, ., 103.0, 21, 99.0, 98.0, 98.0, -4.1, 117.0, -13.1, 97.0
Cc1ccc(C2CC(=O)N3CN(Cc4ccco4)CSC3=C2C#N)cc1 (centres undefined)
 : 22, 11.4, 101.0, 9, 99.0, 100.0, 97.0, -0.3, 100.0, -57.6, 99.0
Cc1nc2ccccc2c2oc(C(=O)NCc3ccc4c(c3)OCO4)cc12
 : 15, ., 88.0, 11, 89.0, 90.0, 95.0, -2.5, 87.0, 0.7, 92.0
Cc1cc(Cl)ccc1OCCCC(N)=O
 : 35, ., 99.0, 16, 96.0, 98.0, 93.0, 70.7*, 97.0, -10.1, 97.0
Cc1ccc(NC(=O)CCC(=O)NNC(=O)c2ccccc2Cl)c(C)c1
 : 14, ., 96.0, 10, 99.0, 98.0, 94.0, 0.9, 99.0, -30.4, 103.0
COc1ccc(CC(=O)OC(C)CN2CCOCC2)cc1 (centres undefined)
 : 12, ., 105.0, 10, 101.0, 98.0, 101.0, 18.9, 107.0, 1.2, 97.0
COc1ccc(C2/C(=C(/O)c3ccccc3)C(=O)C(=O)N2c2ccccn2)c(OC)c1 (centres undefined)
 : 18, 2.7, 98.0, 26, 96.0, 97.0, 92.0, -5.6, 96.0, -25.8, 96.0
Cc1c(N2C(=O)/C(=C\C3CC=CCC3)SC2=S)c(=O)n(-c2ccccc2)n1C (centres undefined)
 : 18, -1.5, 90.0, 6, 97.0, 95.0, 92.0, 4.4, 95.0, -27.6, 101.0
O=C(c1ccco1)N1CCN(c2ncnc3c2[nH]c2ccc(Cl)cc23)CC1
 : 23, ., 101.0, 5, 100.0, 102.0, 98.0, 41.2, 109.0, 1.8, 102.0
COCCNC(=O)c1cc2c(-c3ccccc3F)nn(C)c2s1
 : 23, ., 99.0, 36, 96.0, 98.0, 96.0, 5.4, 101.0, -4.5, 94.0
COc1ccccc1C(=O)n1nc(-c2ccc(Cl)cc2)nc1N
 : 29, ., 100.0, 15, 101.0, 100.0, 98.0, 4.3, 103.0, -0.9, 101.0
CCOC(=O)C(=O)NNc1ccc(Cl)cc1
 : 11, -0.8, 96.0, 11, 97.0, 98.0, 95.0, -2.3, 98.0, -53.0, 103.0
CC(On1c(-c2ccccc2)nc2ccc(Cl)cc21)C(=O)O (centres undefined)
 : 15, -4.2, 97.0, 9, 100.0, 99.0, 96.0, 17.0, 101.0, -8.5, 105.0
N#CC1(c2ccccc2)CCCN1C(=O)c1ccccc1Cl (centres undefined)
 : 12, 23.5, 104.0, 6, 105.0, 105.0, 101.0, 7.5, 107.0, -17.3, 103.0
CCC(C)NCCCCOc1ccc(C)cc1[N+](=O)[O-] (centres undefined)
 : 16, ., 101.0, 10, 99.0, 98.0, 99.0, 4.2, 104.0, 46.6, 98.0
Cc1ccc(S(=O)(=O)NCc2cn3ccsc3n2)c(C)c1
 : 12, ., 107.0, 8, 106.0, 107.0, 104.0, 24.5, 110.0, 4.9, 106.0
CC(NC(=O)COC(=O)c1ccccc1Nc1ccccc1)c1ccccc1 (centres undefined)
 : 13, ., 98.0, 14, 96.0, 97.0, 97.0, 11.0, 99.0, -20.5, 97.0
COc1ccc(-c2cc(C(=O)NC(Cc3cc4ccccc4[nH]3)C(=O)O)c(C)o2)cc1OC (centres undefined)
 : 13, 3.5, 92.0, 5, 92.0, 94.0, 90.0, 22.8, 94.0, -25.0, 93.0
Cc1cccc(C(C)C)c1NC(=O)COC(=O)Cc1ccsc1
 : 15, -2.7, 99.0, 23, 98.0, 98.0, 99.0, -1.2, 103.0, -1.6, 102.0
Cc1ccc(S(=O)(=O)N2CCC(C(=O)NCCc3ccccc3)CC2)cc1
 : 42, 0.7, 107.0, 12, 102.0, 103.0, 98.0, -4.9, 112.0, -33.6, 105.0
COC(=O)c1ccc(CSc2nnc(SCc3ccc(C(=O)OC)o3)s2)o1
 : 6, ., 98.0, 16, 96.0, 97.0, 96.0, 16.3, 96.0, -65.9, 98.0
CC(=O)Nc1nonc1NC(=O)CSc1ncn[nH]1
 : 22, -5.8, 99.0, 7, 98.0, 98.0, 98.0, -4.7, 104.0, -17.4, 98.0
CC(C)CCNC(=O)C(c1ccco1)N(CCCO)C(=O)Cn1nnc(-c2ccc(F)cc2)n1 (centres undefined)
 : 26, ., 93.0, 7, 95.0, 95.0, 95.0, 4.8, 94.0, -27.6, 99.0
CCCC(=O)Nc1ccc(NC(=O)c2ccccc2Cl)nc1
 : 23, ., 101.0, 11, 101.0, 101.0, 98.0, -168.7, 98.0, 20.5, 102.0
O=C(CCCCO)CCCCCCCC[C@H]1N[C@H](CO)[C@H](O)[C@@H]1O[C@@H]1O[C@H](CO)[C@@H](O)[C@H](O)[C@H]1O
 : 19, ., 101.0, 11, 99.0, 100.0, 98.0, -1.3, 102.0, -7.0, 98.0
Cc1sc2nc(CSc3nnnn3-c3ccc(Cl)cc3)[nH]c(=O)c2c1C
 : 13, ., 100.0, 10, 98.0, 98.0, 97.0, 22.2, 101.0, -13.4, 97.0
O=C(COc1ccccc1C(=O)c1cnn(-c2ccccc2)c1)Nc1ccc2ccccc2c1
 : 10, -18.4, 96.0, 6, 98.0, 98.0, 97.0, 11.1, 100.0, -4.6, 98.0
Cc1ccc(C2NC(=S)NC3=C2C(=O)CCC3)cc1 (centres undefined)
 : 23, -14.9, 99.0, 6, 97.0, 98.0, 98.0, -26.0, 99.0, -19.9, 96.0
O=C(CSc1nn(-c2ccccc2)c(=S)s1)Nc1ncccn1
 : 14, ., 99.0, 8, 100.0, 100.0, 98.0, 18.5, 100.0, -53.9, 106.0
O=C(CCN1C(=O)C2C3C=CC(C3)C2C1=O)N1CCCCC1 (centres undefined)
 : 13, -5.9, 95.0, 14, 97.0, 96.0, 96.0, 9.1, 99.0, -30.5, 102.0
Cc1onc(-c2ccccc2Cl)c1C(=O)Nc1cccc(-c2cn3cccnc3n2)c1
 : 13, ., 102.0, 9, 100.0, 100.0, 100.0, 25.6, 108.0, 13.8, 101.0
CN(C)C(=O)c1noc2cc([N+](=O)[O-])ccc12
 : 29, 2.5, 99.0, 15, 97.0, 97.0, 93.0, 5.1, 93.0, 8.0, 97.0
